# Source: PubChem (The Scripps Research Institute Molecular Screening Center)
# LYPLA1 counter = blocks human lysophospholipase 1, a PME1 counter-screen; O75608; recombinant LYPLA1, FP-Rh probe fluorescence polarization; inhibition, % at 5.9 µM; 0.16% of 320,000 active; AID 2174;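 active means inhibition above the mean of all tested compounds plus 3 SD, set per campaign, cut at about 14% in these data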;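 further: inhibitors block serine hydrolase probe labeling of LYPLA1 so polarization falls; 0% = enzyme with DMSO and 100% = wells lacking LYPLA1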
# Target sequence (O75608 whole entry, looked up): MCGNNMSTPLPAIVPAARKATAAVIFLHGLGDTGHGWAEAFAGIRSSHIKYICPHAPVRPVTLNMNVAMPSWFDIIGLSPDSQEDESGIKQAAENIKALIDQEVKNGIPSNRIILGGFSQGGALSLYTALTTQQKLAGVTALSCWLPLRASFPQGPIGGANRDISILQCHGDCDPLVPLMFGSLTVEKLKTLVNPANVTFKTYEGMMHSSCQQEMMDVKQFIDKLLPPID
# PREPL inh = human PREPL enzyme inhibition; inhibition, % at 5.96 µM; recombinant PREPL, fluorescence polarization activity-based probe; 0.68% of 320,000 active; Q4J6C6; in the data active means inhibition above about 43%;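 further: 0% = enzyme with DMSO and 100% = wells lacking enzyme; many of its hits are not listed in these tables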
# LYPLA2 counter = blocks human lysophospholipase 2, a PME1 counter-screen; inhibition, % at 5.9 µM; AID 2177; recombinant LYPLA2, FP-Rh probe fluorescence polarization; 0.38% of 320,000 active;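 active means inhibition above the screen-wide mean plus 3 SD, limit set per campaign, cut at about 26% in these data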;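 further: 0% = LYPLA2 with DMSO and 100% = wells lacking LYPLA2 enzyme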
# Target sequence (O95372 whole entry, looked up): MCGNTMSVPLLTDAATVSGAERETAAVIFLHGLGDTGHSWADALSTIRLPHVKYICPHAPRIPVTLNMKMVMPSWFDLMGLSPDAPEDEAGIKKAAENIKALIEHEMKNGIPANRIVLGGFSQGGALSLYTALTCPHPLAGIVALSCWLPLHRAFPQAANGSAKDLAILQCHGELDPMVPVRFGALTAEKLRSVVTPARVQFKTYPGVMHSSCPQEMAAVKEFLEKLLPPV
# ZTA DNA inh = blocks Epstein-Barr virus ZTA, an EBNA-1 counter-screen. 0.15% of 320,000 active. P03206. ZTA-DNA binding, fluorescence polarization. AID 2234. inhibition, % at 11 µM; in the data active means inhibition above about 33%
# Target sequence (P03206 whole entry, looked up): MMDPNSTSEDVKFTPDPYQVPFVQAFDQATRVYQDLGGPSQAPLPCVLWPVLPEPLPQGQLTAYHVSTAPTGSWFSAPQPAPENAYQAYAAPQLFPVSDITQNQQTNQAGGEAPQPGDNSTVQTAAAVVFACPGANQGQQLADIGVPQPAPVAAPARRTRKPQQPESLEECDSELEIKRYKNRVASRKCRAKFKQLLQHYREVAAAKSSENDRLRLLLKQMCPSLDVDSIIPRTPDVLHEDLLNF
# PAFAH2 inh = PAFAH2 (human) inhibition. 0.99% of 340,000 active. Q99487. AID 492956. recombinant PAFAH2, FP-rhodamine activity probe, fluorescence polarization. inhibition, % at 3.39 µM;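 active means inhibition above the mean over all tested compounds plus 3 SD, cut at about 30% in these data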;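 further: inhibitors block probe labeling of enzyme so polarization drops; 0% = enzyme with DMSO and 100% = wells lacking PAFAH2 protein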
# pPAFAH inh = inhibitors of human plasma PAF acetylhydrolase (pPAFAH); AID 463082; 1.5% of 330,000 active; Q13093; inhibition, % at 3.39 µM; recombinant pPAFAH, FP-rhodamine probe fluorescence polarization;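 active means inhibition above the mean inhibition across the screen plus 3 SD, cut at about 25% in these data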;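 further: inhibitors block binding of the rhodamine activity-based probe so polarization drops; 0% = enzyme with DMSO and 100% = wells lacking pPAFAH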
# EBNA-1 inhibitor = blocks EBNA-1 binding to DNA; inhibition, % at 14.8 µM; 0.34% of 300,000 active; EBNA-1 DNA binding, fluorescence polarization; in the data active means inhibition above about 28%
# PAFAH1B2 FP inh = PAFAH1B2 (human) inhibition; 1.2% of 340,000 active; recombinant PAFAH1B2, FP-rhodamine activity probe, fluorescence polarization; inhibition, % at 3.39 µM; AID 492953;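 active means inhibition above the mean of all tested compounds plus 3 SD, cut at about 24% in these data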;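 further: 0% = enzyme with DMSO and 100% = wells lacking PAFAH1B2; many of its hits are not listed in these tables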
# Target sequence (P68402 whole entry, looked up): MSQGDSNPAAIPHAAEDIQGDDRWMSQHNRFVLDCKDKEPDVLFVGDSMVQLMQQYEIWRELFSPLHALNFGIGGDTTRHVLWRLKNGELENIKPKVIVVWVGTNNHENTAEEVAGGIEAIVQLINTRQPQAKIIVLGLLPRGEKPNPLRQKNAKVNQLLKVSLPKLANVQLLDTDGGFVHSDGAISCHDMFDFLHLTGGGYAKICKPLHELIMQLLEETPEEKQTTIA
# PAFAH1B3 inh = PAFAH1B3 (human) inhibition; 0.28% of 340,000 active; recombinant PAFAH1B3, FP-rhodamine probe, fluorescence polarization; Q15102; inhibition, % at 3.39 µM; AID 492972;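 active means inhibition above the screen-wide average of all tested compounds plus 3 SD, cut at about 25% in these data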;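 further: 0% = enzyme with DMSO only and 100% = wells lacking PAFAH1B3 protein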
# * marks the source's active call; other numbers are inactive results; nt = not tested or not shown. A portion of the library; count on the stated rates, not on these rows.
mol	LYPLA1 counter	PREPL inh	LYPLA2 counter	ZTA DNA inh	PAFAH2 inh	pPAFAH inh	EBNA-1 inhibitor	PAFAH1B2 FP inh	PAFAH1B3 inh
CC1CSc2nnc(CCc3ccccc3)n21 (stereo not given)	6	9	2	8	5	-1	2	2	7
Cc1ccc(S(=O)(=O)N2CCC(=O)N(CCOCc3cccc(Cl)c3)CC2)cc1	0	22	10	-7	9	21	4	11	-5
COCC(=O)N(Cc1cc2ccc(C)cc2[nH]c1=O)c1ccc(OC)cc1	-2	8	2	4	-6	10	0	1	15
O=C(Nc1ccc2ccccc2n1)c1ccccc1Cl	-2	3	-1	-18	1	0	-18	6	6
Cc1cccc(Cn2cc(SCC(=O)Nc3nccs3)c3ccccc32)c1	-1	2	0	-1	-5	-1	5	3	-5
O=C(NCCc1ccc2c(c1)OCCO2)c1ccc([N+](=O)[O-])cc1Cl	5	9	9	-2	4	2	1	5	0
CCN(CC)c1cc(C)c2cc(NC(=O)CNC(C)=O)ccc2n1	1	4	-1	-15	3	2	2	2	5
COc1ccc(S(=O)(=O)N(CC(=O)NC2CC2)c2ccc(C)cc2)cc1OC	2	-2	7	-10	5	1	-8	4	-7
COc1ccc([N+](=O)[O-])cc1N(CC(O)CN(CC(C)C)CC(C)C)S(=O)(=O)c1ccc(C)cc1 (stereo not given)	-4	-15	0	-7	0	0	9	4	-1
CCCCn1c(N)c(N(CCOC)C(=O)CSCc2ccccc2C)c(=O)[nH]c1=O	2	2	0	1	0	5	0	-3	2
COc1ccc(C(=O)NNC(=O)CSc2nnc(-c3ccc(O)cc3)n2C)cc1	6	16	5	-11	-5	3	1	-3	3
CN1CCN(C(=S)Nc2ccccc2Cl)CC1	-3	-5	-1	-10	5	-1	3	0	-1
O=C(CSc1n[nH]c(-c2ccc(Br)cc2)n1)NC1CCCC1	nt	23	nt	nt	7	5	nt	9	17
O=C(CSc1nc2ccccc2s1)N/N=C/c1cc([N+](=O)[O-])ccc1O	-2	-8	4	-12	6	9	-3	8	8
COC(=O)C1C(c2ccc(Br)cc2)Nc2nnc(C(F)(F)F)n2C1(C)O (stereo not given)	-4	4	-4	12	-11	-6	-12	-2	7
CCOC(=O)N1CCC(NC(=O)c2cc3c(-c4cccc(OC)c4)nn(C)c3s2)CC1	-11	0	-3	11	-11	-9	-8	2	2
C=CCn1c(=O)n2ncnc2c2c3c(sc21)CCCC3	0	12	-3	-3	-1	4	9	-1	4
COCCn1c(SCC(=O)N(C(C)C)C(C)C)nnc1-c1cc2ccccc2cc1O	-1	-13	-4	2	9	3	3	7	15
O=C(O)COc1ccc(/C=C/c2nc3ccc([N+](=O)[O-])cc3s2)cc1	1	11	13	8	-3	3	1	3	-1
CC(=O)Nc1ccc(OCC(=O)N2CCC(Cc3ccccc3)CC2)cc1	2	-6	7	-4	8	7	4	1	-3
O=C(O)c1cc(NC(=O)c2ccc(Br)cc2)cc(NC(=O)c2ccc(Br)cc2)c1	-13	-26	-19	6	-10	-15	2	30*	-4
CCCCN(C(=O)NC(=O)Nc1ccccc1C)S(C)(=O)=O	4	10	14	-1	4	6	-4	-1	5
CCN1C(=O)N(S(=O)(=O)C(F)(F)F)[C@@H](c2ccccc2)C(C(=O)OC)=C1C	-1	12	0	-15	-1	2	11	7	11
O=C1NC(c2ccncc2)Nc2ccccc21 (stereo not given)	0	3	0	-6	4	6	-4	-3	-3
COCCCn1c(-c2ccc(S(=O)(=O)N3CCOCC3)cc2)csc1=Nc1ccccc1	-3	13	-2	-11	0	3	11	1	4
NC(=S)NNC(=O)c1ccccc1Cl	1	13	-7	2	1	4	2	10	-1
CCCC(=O)Nc1nc2ccc(NC(=O)c3c(F)c(F)c(OC)c(F)c3F)cc2s1	-30	-5	-30	18	-17	-3	7	-3	0
COc1ccc([N+](=O)[O-])cc1NC1CCCCC1	2	-4	11	4	4	10	4	16	7
COc1ccc(OC)c(NC(=O)C2CC(=O)n3ncnc3N2)c1 (stereo not given)	4	11	6	-6	-9	0	8	2	6
CCOC(=O)C1(CCc2ccccc2)CCN(C(=O)c2cc(C)nc(C)n2)CC1	2	6	-1	-7	-2	-4	8	2	11
COc1cccc(/C=N/Nc2nc3ccccc3n3cnnc23)c1	-2	30	-2	-1	0	4	-1	1	-4
O=C(CCCc1c[nH]c2ccccc12)Nc1ccc(S(=O)(=O)Nc2ncccn2)cc1	-6	9	-5	8	1	-2	-1	7	7
C/C(=N\NC(=O)c1ccc(N/N=C(\C)c2ccncc2)cc1)c1ccncc1	-10	29	-14	11	-1	16	2	2	2
O=C(c1ccc(N2CCN(S(=O)(=O)c3ccccc3)CC2)c([N+](=O)[O-])c1)N1CCOCC1	2	3	6	4	5	5	5	5	-7
O=C(OCN1C(=O)c2ccccc2C1=O)c1cccs1	1	-9	3	12	27	2	-5	2	1
O=S(=O)(c1cccc(-c2cn3cccnc3n2)c1)N1CCCCCC1	-4	2	-2	-1	11	5	9	5	-9
CCCCCCCCCCCCOC(=O)C[N+](C)(C)C	-2	4	4	10	nt	6	-4	nt	nt
CCOC(=O)c1ccc(NC(=O)c2cn(CCC#N)nc2-c2ccc3c(c2)OCCO3)cc1	-11	-2	-13	1	-3	-7	0	-1	-5
CC(C)CN1C(=O)c2ccc(C(=O)Nc3nccs3)cc2C1=O	2	4	0	10	3	3	-1	0	3
CCN(CC)CCn1c(O)c(N=O)c2ccccc21	1	-1	-3	11	-1	2	5	-8	-3
CC(C)Cn1c(N)c(C(=O)COC(=O)c2c(F)cccc2F)c(=O)n(C)c1=O	1	-13	-2	3	6	-5	-3	0	3
CCN1C(=O)N(CN2CCOCC2)C2C1N(CN1CCOCC1)C(=O)N2CC (stereo not given)	-2	5	0	5	2	5	2	-4	-4
Cc1ccccc1N(CC(=O)NC1CCCC1)C(=O)c1oc(C(C)(C)C)cc1C	-2	20	-1	-14	0	5	-3	18	6
O=C(COc1ccccc1)N1CCc2ccccc2C1	-1	3	-1	4	-1	-2	-5	3	0
CCCn1c(=N)c(S(=O)(=O)c2ccc(F)cc2)cc2c(=O)n3cccc(C)c3nc21	2	14	8	-18	7	-2	-3	-3	-4
CCOc1ccccc1NC(=O)c1sc2nc(C)nc(N3CCOCC3)c2c1C	-5	0	-3	6	-9	3	-6	-1	9
COc1ccc([C@H]2Oc3cc(O)cc(O)c3C(=O)C2[C@@H]2C(=O)c3c(O)cc(O)cc3O[C@@H]2c2ccc(OC)cc2)cc1 (stereo not given in full)	-22	-1	-31	2	nt	-6	9	nt	nt
CC(CCc1ccccc1)NC(=O)CCN1N=C(c2ccccc2)CCC1=O (stereo not given)	0	-2	-5	10	4	9	-1	14	0
CSc1ccc(CN(C)C(=O)CNC(=O)c2sc3ccccc3c2Cl)cc1	-1	-10	0	9	-11	0	0	2	-4
Cc1ccc(CNC(=O)CN(C)S(=O)(=O)c2cnc[nH]2)cc1	0	21	5	-5	0	3	7	2	11

# Next part
mol	LYPLA1 counter	PREPL inh	LYPLA2 counter	ZTA DNA inh	PAFAH2 inh	pPAFAH inh	EBNA-1 inhibitor	PAFAH1B2 FP inh	PAFAH1B3 inh
COc1cc(CCCN2C(=S)NC[C@@H]2c2ccccc2)cc(OC)c1OC	-6	-4	9	-5	-2	6	2	0	5
CCOC(=O)c1ccc2c(c1)nc(SCc1cn3ccsc3n1)n2CC	5	-31	5	-2	-5	7	5	1	0
Cc1ccc(S(=O)(=O)N2CCN(Cc3cc4c(cc3Br)OCCO4)CC2)cc1	-4	8	5	3	-3	-4	nt	4	0
Cc1cc(-c2nnc(SCC(=O)Nc3nc(-c4ccc(Cl)cc4)cs3)o2)no1	-9	-13	-16	5	-16	42*	13	-4	-7
COc1ccc(N2CCN(CC(O)COc3ccc(F)cc3)CC2)cc1 (stereo not given)	0	17	11	-6	4	2	-3	-3	6
COc1ccc(OC)c(N(CC(=O)Nc2cccc3ccccc23)S(C)(=O)=O)c1	1	-4	2	-9	-4	3	1	4	6
CCOc1ccc(NC(=O)c2c(OC)cccc2OC)cc1	0	10	-3	1	-4	1	-7	0	10
CCN(CCN(C)C)C(=O)c1ccc2c(c1NCCO)C(=O)c1ccccc1C2=O	0	20	-3	2	-2	4	2	-4	-6
CCN1CCN(C2=C(NS(=O)(=O)c3ccc(Br)cc3)C(=O)c3ccccc3C2=O)CC1	2	26	10	7	6	6	-7	10	11
O=C(CCCCCCN1C(=O)c2ccccc2C1=O)Nc1nccs1	2	-10	12	-7	1	3	5	1	-1
O=C(NCCc1cccc(Cl)c1)c1cccs1	7	2	11	-8	0	6	0	2	9
Cc1cc(OC(=O)c2ccccc2Cl)ccc1N1C(=O)CCC1=O	2	3	-2	-6	-4	5	-8	5	7
CCOC(=O)N1CCN(c2c(NCCN3CCN(Cc4ccccc4)CC3)c(=O)c2=O)CC1	0	10	1	-9	-16	-4	9	-3	6
CCc1ccc2nc(SCC(=O)N3CC(=O)Nc4ccccc43)c(C#N)cc2c1	-1	-7	1	-8	-4	0	2	-3	4
COc1ccccc1N1CCN(CC(=O)NC(=O)NCc2ccco2)CC1	2	12	5	-28	2	5	2	0	-8
COc1ccc2cc3c(N)nn(C(=O)Cc4ccc(Cl)cc4)c3nc2c1	0	24	1	8	-11	-4	2	7	0
Cc1ccc(S(=O)(=O)N2CCN(C(=O)Cc3c(F)cccc3Cl)CC2)cc1	0	16	4	-9	4	8	-9	10	0
C=CCn1c(C(CCC(C)C)CC(C)(C)O)n[nH]c1=S (stereo not given)	-1	3	-3	13	-2	-3	-9	3	14
Cc1nnc2sc(-c3csc4c3CCCC4)nn12	-4	-37	-4	15	8	5	9	0	-11
Cc1cccc(C(=O)NC(=S)NCc2cccnc2)c1	-1	-5	1	9	-8	3	11	-1	1

# Molecules shown so far containing a furan ring, fused or not (2):
mol	LYPLA1 counter	PREPL inh	LYPLA2 counter	ZTA DNA inh	PAFAH2 inh	pPAFAH inh	EBNA-1 inhibitor	PAFAH1B2 FP inh	PAFAH1B3 inh
Cc1ccccc1N(CC(=O)NC1CCCC1)C(=O)c1oc(C(C)(C)C)cc1C	-2	20	-1	-14	0	5	-3	18	6
COc1ccccc1N1CCN(CC(=O)NC(=O)NCc2ccco2)CC1	2	12	5	-28	2	5	2	0	-8

# Next section.
mol	LYPLA1 counter	PREPL inh	LYPLA2 counter	ZTA DNA inh	PAFAH2 inh	pPAFAH inh	EBNA-1 inhibitor	PAFAH1B2 FP inh	PAFAH1B3 inh
O=c1c(Cc2ccc(Cl)cc2)c(O)ccn1Cc1ccncc1	4	4	4	-18	1	4	-16	3	5
Cc1cccc(NC(=O)C2CC(=O)OC23CCCC3)c1 (stereo not given)	-5	-5	-8	16	-3	6	2	2	0
N#Cc1cccc(NC(=O)CCc2ccc(S(=O)(=O)N3CCOCC3)cc2)c1	nt	8	nt	nt	0	2	nt	4	11
CCc1ccnc(NS(=O)(=O)c2ccc3c(c2)CCO3)c1	1	3	-1	-3	nt	0	0	nt	nt
COc1cc(/C=C2/NC(=O)NC2=O)cc(Br)c1OCc1cccc(C(=O)O)c1	1	-7	-4	4	5	2	-16	3	16
CC(C)(O)CCCC(C)(O)c1ccc(C(=O)O)cc1O (stereo not given)	-1	-2	-2	2	-5	10	-3	10	1
Cc1cc(C(=O)NCc2nc(-c3ccccc3)no2)ccc1[N+](=O)[O-]	1	-14	-1	24	3	1	1	0	1
COc1cccc(CCc2nnc(CCC(=O)NCCc3cccc(C)n3)o2)c1	-1	-1	3	0	2	-1	-14	-1	9
